Compound activity as filed in PubChem.
Scp-1 inhibitor – Scp-1 phosphatase inhibitors, primary screen, biochemical, colorimetric, uHTS; Carboxy-terminal domain RNA polymerase II polypeptide A small phosphatase 1 (Homo …; Recombinant Scp1, phosphopeptide, malachite green phosphate absorbance; 0.88% of 340,000 active; inhibition, % at 20 µM;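 active = inhibition above about 50% at 20 µM, limit read from the data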;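 note: plate controls were DMSO wells with enzyme for no effect and wells lacking enzyme for full effect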
Target sequence (Q9GZU7 76-261 limits assumed): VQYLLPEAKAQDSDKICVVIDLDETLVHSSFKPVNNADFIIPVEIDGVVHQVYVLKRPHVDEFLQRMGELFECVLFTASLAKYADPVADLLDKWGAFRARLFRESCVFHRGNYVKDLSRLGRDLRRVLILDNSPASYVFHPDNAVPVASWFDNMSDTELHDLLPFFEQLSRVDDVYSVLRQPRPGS
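assay system = SCP-1 phosphatase catalytic domain, residues 76-261 | buffer or medium = 50 mM Tris acetate pH 5.5, 0.005% Tween-20, 10 mM MgCl2 | incubation = enzyme reaction 45 min at room temperature, colour 5 min, stabilisation 30 min | signal = Phosphate-binding colour reagent, absorbance read at 630 nm | measure = % inhibition at 20 µM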
MT1-MMP act inh – blockers of MT1-MMP proenzyme processing, primary screen, HT1080 RFP-PRO-GFP cells, GFP/RFP fluorescence; GFP/RFP ratio fluorescence, overnight; percent of plate control window, DMSO zero; Matrix metalloproteinase-14 (Homo sapiens), P50281; 0.061% of 360,000 active; GFP/RFP ratio change, % at 20 µM;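 active = GFP/RFP ratio change of at least 30% with cell ATP level not reduced by more than half and red fluorescence within 50% of control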; note: strong numbers were not always called active
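Read-out: GFP/RFP fluorescence ratio; Test system: RFP-PRO-GFP reporter HT1080 cells; Compound dosing: single-point 20 µM compound, 1% DMSO; Times: overnight compound exposure at 37 °C.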
Rpn11 block – Rpn11 (PSMD14) deubiquitinase inhibitors, primary screen, biochemical, fluorescence polarization, uHTS | calls only at 20 µM | 26S proteasome non-ATPase regulatory subunit 14 (Homo sapiens), O00487 | 0.59% of 360,000 active | human 26S proteasome, Ub4-pepOG fluorescence polarization; 20S core pre-blocked with epoxomicin;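 active = inhibition at 20 µM, scaled to each plate's controls, above about 33%, limit read from the data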
SKN-1 block – suppressors of acrylamide-induced Pgst-4::GFP reporter in worms, primary screen, SKN-1 inhibitor project, whole organism, uHTS, GFP/RFP fluorescence ratio, strain VP596; AID 624304, 2012; C. elegans VP596 Pgst-4::GFP/RFP ratio, 24 h; inhibition, % at 21.8 µM; 0.49% of 360,000 active;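 active = interference check ratio from 0.5 to 1.5 plus GFP to RFP signal ratio inhibition reaching or exceeding a fixed threshold, cut at about 30% in these data, passing the limit was not always enough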; note: some compounds called inactive have numbers as strong as hits
LMPTP block – LMPTP phosphatase inhibitors, primary screen, biochemical, fluorescence intensity, uHTS; recombinant LMPTP-A, OMFP fluorogenic substrate; inhibition, % at 20 µM; Low molecular weight phosphotyrosine protein phosphatase (Homo sapiens), P24666; 0.22% of 360,000 active; AID 651560, 2012;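 active = compounds that cut the enzyme signal by at least half of the control window in the single-dose screen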;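 note: plate controls were DMSO wells with enzyme plus substrate for no effect and substrate without enzyme for full effect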
Target sequence (P24666 whole entry, looked up): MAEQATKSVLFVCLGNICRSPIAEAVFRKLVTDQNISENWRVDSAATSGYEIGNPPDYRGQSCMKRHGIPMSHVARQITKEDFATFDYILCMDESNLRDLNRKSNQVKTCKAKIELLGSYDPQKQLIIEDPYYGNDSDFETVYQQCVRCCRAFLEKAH
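Assay system: LMPTP-A, protein tyrosine phosphatase of low molecular weight / Medium: pH 6.0 Bis-Tris buffer with DTT and Triton X-100 / Schedule: 50 min enzyme reaction at room temperature, protected from light / Measured by: endpoint fluorescence intensity from OMFP dephosphorylation / Read-out basis: % inhibition relative to no-enzyme and uninhibited control wells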
DNMT1 block – human DNMT1 methyltransferase inhibitors, primary screen, biochemical, molecular beacon, fluorescence, HinP1I cleavage, uHTS. inhibition (reported as % activation of signal), % at 10 µM. 0.83% of 360,000 active. DNA (cytosine-5)-methyltransferase 1 (Homo sapiens), P26358; in the data active = inhibition above about 50%
STEP block – STEP phosphatase inhibitors, primary screen, biochemical, fluorescence intensity, uHTS | Tyrosine-protein phosphatase non-receptor type 5 (Homo sapiens), P54829 | recombinant STEP, OMFP fluorogenic substrate | inhibition, % at 20 µM | 0.25% of 360,000 active;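 active = inhibition at 20 µM, scaled per plate between control wells, above about 37%, limit read from the data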;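 note: 0% = DMSO with enzyme and substrate and 100% = substrate only without enzyme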
Target sequence (P54829 whole entry, looked up): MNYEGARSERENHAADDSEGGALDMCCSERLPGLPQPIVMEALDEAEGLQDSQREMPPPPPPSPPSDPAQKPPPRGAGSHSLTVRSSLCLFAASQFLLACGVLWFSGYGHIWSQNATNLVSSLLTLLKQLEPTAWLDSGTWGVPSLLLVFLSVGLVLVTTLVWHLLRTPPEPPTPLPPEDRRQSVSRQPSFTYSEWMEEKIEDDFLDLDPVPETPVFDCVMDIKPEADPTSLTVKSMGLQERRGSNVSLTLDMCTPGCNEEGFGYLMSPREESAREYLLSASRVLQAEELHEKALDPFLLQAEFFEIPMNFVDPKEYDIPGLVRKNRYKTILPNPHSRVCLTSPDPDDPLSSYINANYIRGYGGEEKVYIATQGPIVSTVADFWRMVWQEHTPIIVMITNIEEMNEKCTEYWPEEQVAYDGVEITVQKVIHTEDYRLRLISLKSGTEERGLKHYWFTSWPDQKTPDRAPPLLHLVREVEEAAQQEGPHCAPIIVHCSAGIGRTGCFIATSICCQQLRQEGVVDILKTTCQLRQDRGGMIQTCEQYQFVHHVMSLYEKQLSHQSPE
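Material: STEP (striatal-enriched tyrosine phosphatase) enzyme, cell-free | Medium: 50 mM Bis-Tris pH 6.0 with 2.5 mM DTT and 0.005% Tween 20 | Read-out: Percent inhibition scaled to no-enzyme and uninhibited-enzyme controls, plate-pattern corrected | Signal: Fluorescence read at 480 nm ex / 540 nm em | Times: 20 min reaction, room temperature, in the dark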
SUMO1-SIM PPI – modulators of SUMO1 protein-protein interactions, primary screen, biochemical, uHTS. 0.33% of 360,000 active. AID 602429, 2012. Small ubiquitin-related modifier 1 (Homo sapiens), P63165. inhibition, % at 20 µM. SUMO1 binding to a labelled peptide, TR-FRET, 1 h; in the data active = inhibition above about 37%
Target sequence (P63165 whole entry, looked up): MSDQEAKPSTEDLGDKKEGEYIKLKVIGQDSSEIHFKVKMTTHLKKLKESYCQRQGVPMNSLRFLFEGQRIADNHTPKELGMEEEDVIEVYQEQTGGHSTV
CendR NRP1 mod – modulators of CendR peptide binding to NRP-1, primary screen, biochemical, fluorescence polarization, uHTS. Neuropilin-1 (Homo sapiens), O14786. 0.85% of 360,000 active. AID 602438, 2012. FAM-RPARPAR peptide binding to NRP-1. inhibition, % at 25 µM;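 active = inhibition or corrected inhibition above about 18%, plus a signal ratio from 0.5 to 1.5, limit read from the data, passing the limit was not always enough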; note: strong numbers were not always called active
NadD block – inhibitors of S. aureus NadD, primary screen, biochemical, colorimetric, uHTS; Nicotinate-nucleotide adenylyltransferase NadD (Staphylococcus aureus N315); purified NadD enzyme, colorimetric absorbance read-out; inhibition, % at 20 µM; 0.78% of 360,000 active; in the data active = inhibition above about 26%; note: some compounds past the cut are filed as inactive
An asterisk follows results filed as active; i = inactive; / = no result given.

SMILES	Scp-1 inhibitor	MT1-MMP act inh	Rpn11 block	SKN-1 block	LMPTP block	DNMT1 block	STEP block	SUMO1-SIM PPI	CendR NRP1 mod	NadD block
O=S(=O)(CCc1ccncc1)Cc1ccc2c3c(cccc13)CC2	-15	6	i	-4	-4.0	1	2	-11	-2	-3
O=C(Nc1ccc2c(c1)OCO2)C1CCCN1C(=O)Nc1cccc(F)c1 (configuration not stated)	0	9	i	-2	-1.4	0	-4	0	9	5
Cc1ccccc1OCCNC(=S)Nc1ccccc1	1	3	i	-13	0.4	-1	2	2	8	-2
COCC(=O)NNC(=O)Cc1ccc(Cl)cc1	-7	1	i	-4	-1.0	-1	0	0	4	2
C=CCOc1ccc(/C(CC)=N/O)cc1OC	-5	-3	i	26	-0.8	3	-5	-1	3	0
O=C(CS(=O)(=O)Cc1ccccc1)NCc1ccc2c(c1)OCO2	2	3	i	19	0.1	-2	2	0	0	5
O=C(Cn1ccc(C(F)(F)F)n1)NNC(=O)c1ccco1	-1	1	i	9	-1.2	3	-3	1	3	-3
Cc1ccc(C2(c3noc(CN(C)CC4CCCCO4)n3)CCCC2)cc1 (configuration not stated)	-2	-2	i	-4	1.9	2	-2	1	0	4
Cc1nn(-c2ccc(N3CCOCC3)nn2)c(C)c1CCC(=O)Nc1ccc(F)cc1	-7	1	i	-4	1.2	2	-1	3	15	-1
O=C(COC(=O)c1cnccn1)Nc1c(Cl)cc(Cl)cc1Cl	0	-3	i	-9	0.5	3	2	1	1	0
COc1ccc(-c2ccc(-c3noc(C4CCCCC4)n3)c(OC)n2)cc1	-9	0	i	11	4.5	-5	4	1	-6	-5
O=S(=O)(Nc1ccc(-c2csc(-c3ccccc3)n2)cc1)c1ccccc1	-12	-1	i	-5	4.6	-24	-3	-1	-5	1
COc1ccc(S(=O)(=O)N2CCCCC2c2cc(C(=O)N3CCOCC3)no2)cc1 (configuration not stated)	/	3	i	5	-0.4	5	0	-1	-7	1
CN1C(=O)N(c2ccc(Cl)cc2)C(C)(O)CC1(C)C (configuration not stated)	1	-10	i	-14	-1.6	6	-1	8	5	-2
Cc1ccc(N(CC(=O)N/N=C/c2ccco2)S(=O)(=O)c2ccccc2)cc1	15	2	i	3	0.4	9	-3	-13	-18	9
O=C(O)c1ccccc1C(=O)N1CCN(c2cccc(Cl)c2)CC1	3	-2	i	3	-1.7	0	-6	-2	18	7
O=C(Nc1ccccc1)O/N=C/c1ccc(F)cc1	1	2	i	37*	-0.1	2	-1	3	2	0
CC(=O)Nc1ccc(S(=O)(=O)Nc2ccc(-n3cnnn3)cc2)cc1	-6	3	i	11	-1.5	1	0	4	-12	-1
COc1cc(C(=O)OCC(=O)N2CCCC2=O)cc(OC)c1C	23	5	i	5	0.9	47	-1	1	-11	-3
Cc1[nH]n(-c2ccccc2)c(=O)c1/C=N/NC(=O)c1ccccc1F	5	6	i	5	-0.6	-6	-2	15	3	2
CN(C)/C(Cn1cncn1)=C1/N=C(c2c(F)cccc2F)OC1=O	-1	-10	i	10	1.1	4	0	-13	0	-3
Cc1ccc(C(=O)Nc2ccc(Cl)cc2C)c(Cl)c1	-2	2	i	2	-0.2	0	4	-1	-3	-1
Cc1oc(-c2ccc(Cl)cc2)nc1CN1CCC(C(=O)NCc2cccs2)CC1	-8	8	i	27	-1.4	0	0	-1	12	-4
CCC(C)Nc1nc(N)c([N+](=O)[O-])c(NC2CCCCC2)n1 (configuration not stated)	-2	5	i	5	2.7	-1	-2	2	10	-9
CCOc1ccc(NC(=O)COC(=O)c2cc(S(=O)(=O)N3CCCC3)ccc2C)cc1	-4	2	i	-4	1.7	-5	4	2	10	1

(further entries)
SMILES	Scp-1 inhibitor	MT1-MMP act inh	Rpn11 block	SKN-1 block	LMPTP block	DNMT1 block	STEP block	SUMO1-SIM PPI	CendR NRP1 mod	NadD block
Cc1ccc(S(=O)(=O)N2CCSC2C(=O)O)cc1 (configuration not stated)	-11	-5	i	-5	-1.1	1	2	3	-7	2
C=CCn1c(=O)c2c(nc3n2CC(C)CN3c2cccc(OC)c2)n(C)c1=O (configuration not stated)	-9	3	i	-12	-1.6	-3	0	4	4	1
CC(C)C(NC(=O)C1CC(=O)N(Cc2ccccc2)C1)c1nc2ccccc2[nH]1 (configuration not stated)	-10	-2	i	2	-1.9	-6	-1	-1	13	4
COC(=O)c1ccc(C2/C(=C(/O)c3ccc(OC(C)C)cc3)C(=O)C(=O)N2c2cc(C)on2)cc1 (configuration not stated)	-13	3	i	22	2.2	5	4	-21	3	18
O=C(NCc1ccccn1)c1ccc(S(=O)(=O)Nc2ccccc2F)cc1	-6	0	i	19	-0.2	-1	-2	-1	2	4
CSc1ncccc1C(=O)OCc1c(F)cccc1Cl	4	-1	i	11	1.9	-1	2	7	10	-8
COc1ccc(N(CC(=O)Nc2ccc(OC)c(OC)c2)S(=O)(=O)c2ccccc2)cc1Cl	-11	1	i	1	1.5	-1	2	4	-8	-9
COc1ccc(C2/C(=C(/O)c3ccc4c(c3)CC(C)O4)C(=O)C(=O)N2CCN2CCOCC2)cc1 (configuration not stated)	-11	3	i	11	-0.6	-3	3	-2	-16	9
COc1ccc2cc(C(=O)NCc3ccco3)c(=Nc3ccc(C(=O)O)cc3)oc2c1	63*	7	i	-1	0.3	1	5	-17	-10	1
CN(C)c1ccc(-c2nc3cc(N)ccc3o2)cc1	-6	3	i	23	3.2	-11	0	-10	-75	1
COc1ccc(-c2csc3ncnc(Sc4nnnn4C)c23)cc1	-11	-9	i	-4	0.1	1	-2	-8	14	-3
Cc1ccc(S(=O)(=O)N2CCN(C(=O)C3CCN(c4ncnc5sc(C)c(C)c45)CC3)CC2)c(C)c1	13	9	i	-7	4.7	-7	-1	1	24	20
Cn1cc(C(=O)N2CCCCCC2)c(=O)c2cc(S(=O)(=O)N3CCCCC3)ccc21	-4	0	i	15	-0.5	0	0	-3	-12	3
CC1CCN(S(=O)(=O)c2ccc3c(c2)N(CC(=O)N(C)Cc2ccco2)C(=O)CO3)CC1	-7	-3	i	6	-0.2	1	0	3	21	1
CSc1nnc(-c2ccc(C(F)(F)F)cn2)o1	-11	-1	i	15	-0.5	3	-1	-3	6	3
CC(C)(C)C(=O)NC1(C(F)(F)F)NC(=O)N(c2ccc(F)cc2)C1=O (configuration not stated)	-4	1	i	1	-0.2	-1	1	2	-7	5
Cc1cc2c(c(=O)o1)C(c1ccc([N+](=O)[O-])o1)C(C#N)=C(N)O2 (configuration not stated)	0	-30	i	11	0.9	1	0	-3	-28	-7
CC1CC(C)CN(C(=O)c2cn(C)c3ccc(S(=O)(=O)N(C)C)cc3c2=O)C1 (configuration not stated)	-8	-1	i	3	-0.9	1	1	6	-1	4
Brc1ccc(Cn2c(-c3cncs3)nc3ccccc32)cc1	-2	-2	i	-7	4.1	-8	-2	13	10	6
COc1ccc(OCC2CCCN(Cc3nc(CC4CC4)no3)C2)cc1 (configuration not stated)	-1	4	i	-5	-0.3	-5	-1	1	-17	-2
COCCCN1C(=O)C(CC(=O)NCc2ccco2)CC(C(=O)N(C)C)=C1C (configuration not stated)	/	2	i	-2	1.4	4	-2	-4	-3	-1
O=C(c1ccc(CS(=O)(=O)c2ccccc2)o1)N1CCN(c2ncccn2)CC1	12	-6	i	6	-1.3	7	3	5	16	-2
Cc1c(CN(C)CCc2ccccc2)c(=O)n(-c2ccccc2)n1C	-6	1	i	7	-0.1	3	0	-1	1	-6
C=CCc1ccc(OCCOCCNCCOC)c(OC)c1	-3	7	i	-13	0.5	1	-1	3	8	-8
CCS(=O)(=O)c1ccc2oc(Nc3ccc(C(C)C)cc3)nc2c1	-2	-2	i	-4	4.1	-8	14	22	1	-3

Ordered by heavy-atom count (highest first): four of the compounds above.
SMILES	Scp-1 inhibitor	MT1-MMP act inh	Rpn11 block	SKN-1 block	LMPTP block	DNMT1 block	STEP block	SUMO1-SIM PPI	CendR NRP1 mod	NadD block
COc1ccc(N(CC(=O)Nc2ccc(OC)c(OC)c2)S(=O)(=O)c2ccccc2)cc1Cl	-11	1	i	1	1.5	-1	2	4	-8	-9
COCCCN1C(=O)C(CC(=O)NCc2ccco2)CC(C(=O)N(C)C)=C1C (configuration not stated)	/	2	i	-2	1.4	4	-2	-4	-3	-1
CSc1ncccc1C(=O)OCc1c(F)cccc1Cl	4	-1	i	11	1.9	-1	2	7	10	-8
CSc1nnc(-c2ccc(C(F)(F)F)cn2)o1	-11	-1	i	15	-0.5	3	-1	-3	6	3

Next part
SMILES	Scp-1 inhibitor	MT1-MMP act inh	Rpn11 block	SKN-1 block	LMPTP block	DNMT1 block	STEP block	SUMO1-SIM PPI	CendR NRP1 mod	NadD block
CC1CCCCN1C(=O)CCS(=O)(=O)c1cc2c(cc1Cl)NC(=O)CO2 (configuration not stated)	-1	1	i	-5	-1.8	1	-1	-2	-10	2
Cc1cc(C)c2[nH]c(=O)c(C(c3nnnn3C(C)(C)C)N3CCN(C(=O)c4ccco4)CC3)cc2c1 (configuration not stated)	-4	-8	i	9	0.2	-4	-4	-7	5	15
O=C(COc1cnc2ccccc2n1)NCCC1=CCCCC1	16	-3	i	-5	-1.0	0	0	-4	-2	-1
NC(=S)Nc1ccc(F)cc1F	-4	0	i	-10	-1.5	5	-1	1	-10	1
O=C(NCc1ccc2c(c1)OCO2)c1ccc(CN2CCOCC2)cc1	-3	0	i	-4	-1.6	0	0	1	8	-6
COc1cccc(C(=O)Cn2c(=O)n(CCC(=O)NCC3CCCO3)c(=O)c3cc(OC)c(OC)cc32)c1 (configuration not stated)	0	-2	i	-1	0.0	-2	1	-4	-3	-6
COCCn1c(C)cc(C(=O)COC(=O)c2ccc[nH]c2=O)c1C	4	-10	i	11	-1.5	6	-4	-1	-3	-2
CC(C)c1ccc(NC(=S)NN2CCN(C)CC2)cc1	-17	2	i	-5	-1.6	0	2	1	-2	-2
Cc1cc(-c2ccc(C(=O)O)s2)cnc1N	-3	2	i	-6	1.0	2	-1	2	7	0
